# IDE act: human IDE activators in live cells, primary screen, fluorescence polarization, HEK cells, FAbeta-B substrate; hit rate 0.073% among 340,000; AID 493087, 2011; activation, % at 5.96 µM; FAbeta-B cleavage; 0% vehicle, 100% cell-free pure enzyme wells;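 active = activation above the mean of all tested compounds plus 3 SD, set per screening campaign, cut at about 17% in these data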
# Target sequence (P14735 whole entry, looked up): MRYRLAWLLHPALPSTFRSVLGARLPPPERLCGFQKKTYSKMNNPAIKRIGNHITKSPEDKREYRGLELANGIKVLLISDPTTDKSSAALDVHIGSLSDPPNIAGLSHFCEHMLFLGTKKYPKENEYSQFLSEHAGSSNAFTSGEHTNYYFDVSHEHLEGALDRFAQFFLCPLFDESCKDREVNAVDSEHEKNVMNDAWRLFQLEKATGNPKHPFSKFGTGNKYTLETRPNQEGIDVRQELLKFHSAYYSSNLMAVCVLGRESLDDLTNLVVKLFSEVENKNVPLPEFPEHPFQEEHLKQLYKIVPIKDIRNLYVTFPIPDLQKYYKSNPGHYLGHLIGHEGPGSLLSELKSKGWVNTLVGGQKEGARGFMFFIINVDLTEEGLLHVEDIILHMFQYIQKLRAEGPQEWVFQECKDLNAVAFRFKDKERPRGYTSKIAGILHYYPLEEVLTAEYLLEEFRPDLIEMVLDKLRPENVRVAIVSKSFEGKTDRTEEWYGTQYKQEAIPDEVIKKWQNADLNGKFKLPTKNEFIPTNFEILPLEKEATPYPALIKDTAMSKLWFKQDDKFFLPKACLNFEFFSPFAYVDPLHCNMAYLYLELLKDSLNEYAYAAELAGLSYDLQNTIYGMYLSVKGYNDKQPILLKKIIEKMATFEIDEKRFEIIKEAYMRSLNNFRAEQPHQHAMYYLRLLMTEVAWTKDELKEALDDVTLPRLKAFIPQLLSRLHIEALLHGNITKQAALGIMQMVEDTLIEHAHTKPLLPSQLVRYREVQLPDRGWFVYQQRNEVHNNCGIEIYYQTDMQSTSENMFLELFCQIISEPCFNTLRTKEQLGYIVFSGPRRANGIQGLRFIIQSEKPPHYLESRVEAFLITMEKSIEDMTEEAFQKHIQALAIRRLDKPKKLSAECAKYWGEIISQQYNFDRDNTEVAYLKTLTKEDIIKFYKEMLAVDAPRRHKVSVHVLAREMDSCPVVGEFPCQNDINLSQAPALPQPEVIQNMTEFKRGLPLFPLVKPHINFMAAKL
# VIM-2 inhibitor: VIM-2 metallo-beta-lactamase inhibitors, primary screen, biochemical, epi-absorbance readout, Pseudomonas aeruginosa enzyme | purified VIM-2, nitrocefin hydrolysis, epi-absorbance fluorescence | inhibition, % at 5.6 µM | hit rate 0.89% among 290,000 | AID 1527, 2009;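 active = inhibition above the mean of all tested compounds plus 3 SD, cutoff set per screening run, cut at about 7.5% in these data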;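 note: red hydrolysis product quenches plate fluorescence so inhibitors raise well fluorescence; 0% = enzyme with DMSO and 100% = DMSO without enzyme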
# IDE cell inh: human IDE inhibitors in live cells, primary screen, fluorescence polarization, HEK cells, FAbetaB substrate | FAbetaB cleavage | inhibition, % at 5.59 µM | hit rate 0.41% among 320,000 | AID 434962, 2010;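 active = percent inhibition above the average of all tested compounds plus 3 SD, set per screening campaign, cut at about 16% in these data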;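 note: IDE supplied by intact live HEK cells; FP after avidin binding of uncleaved biotin substrate so inhibition keeps polarization high; 0% = DMSO wells and 100% = 60 µM reference IDE inhibitor Ii1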
# IMP-1 inhibitor: IMP-1 metallo-beta-lactamase inhibitors, primary screen, biochemical, epi-absorbance readout, Pseudomonas aeruginosa enzyme. purified IMP-1, nitrocefin hydrolysis, epi-absorbance fluorescence. inhibition, % at 5.6 µM. hit rate 0.45% among 290,000. metallo-beta-lactamase IMP-1 (Pseudomonas aeruginosa);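 active = inhibition above the mean plus 3 SD of all compounds in the same screening run, cut at about 4.5% in these data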;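 note: 0% = IMP-1 with DMSO and 100% = DMSO wells lacking enzyme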
#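 system = purified recombinant IMP-1 beta-lactamase | amount = 0.2 nM IMP-1, as dispensed | medium = HEPES buffer pH 7.1 with ZnSO4 and Brij 35 | times = 25 °C, 15 min preincubation, 25 min reaction | detection = plate fluorescence quenching by hydrolysis product, ex 480/em 530 nm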
# pCIP destab: p/CIP-EGFP fusion destabilizers, primary screen, fluorescence, F442A cells | 16 h | hit rate 0.01% among 290,000 | decrease of EGFP signal, % at 10 µM | Q05BA5;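 active = EGFP signal decrease of at least 30% at 10 µM or well 3 SD below plate mean, unless failing retest; inactive = the rest, including hits failing retest or dose response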; note: some compounds called inactive have numbers as strong as hits; many of its hits are not listed in these tables
# HCV NS3 hel inh: inhibitors of HCV NS3 helicase, primary screen, biochemical, Cy5 molecular beacon fluorescence. Hepatitis C virus NS3 helicase. inhibition, % at 10.9 µM. AID 1800, 2009. NS3 helicase DNA unwinding. hit rate 0.56% among 290,000;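 active = inhibition above the mean of all tested compounds plus 3 SD, set per campaign, cut at about 35% in these data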;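 note: 0% = DMSO wells and 100% = thioflavine S control wells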
#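 System: Hepatitis C virus NS3 helicase domain fragment enzyme | Reagent: Annealed dual-labelled DNA beacon duplex, ATP-started | Compound dosing: 10.9 µM single point, 0.8% DMSO | Incubation: 1 h reaction at 25 °C, ATP-initiated | Technique: Cy5 fluorescence | Evaluation: Percent inhibition from t60/t0 fluorescence ratio | Benchmarks: Low DMSO, high thioflavine S at 110 µM | Replication: Singlicate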
# GalR3 antagonist: GalR3 antagonists in HEK293 cells, primary screen, cell-based, fluorescence readout; hit rate 0.44% among 360,000; Galanin receptor type 3 (Homo sapiens), O60755; HEK293 GalR3-CNG cAMP membrane potential fluorescence; galR3 body fused to GalR1 C-terminus; inhibition, % at 3 µM;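 active = inhibition above the screen-wide average plus 3 SD, cut at about 13% in these data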;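 note: forskolin and galanin both at EC90 stimulate the cells; cAMP rise reported by CNG channel membrane potential dye signal; 0% = forskolin plus galanin with DMSO and 100% = forskolin alone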
# CRFBP-R2 block: antagonists of CRF-BP/CRF-R2 complex, primary screen, cell-based, HEK293, calcium dye fluorescence, uHTS. CRF-induced calcium fluorescence. inhibition, % at 11.8 µM. hit rate 0.59% among 350,000;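 active = inhibition of the ligand-induced calcium signal above about 50% at the single tested concentration, limit read from the data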
# SUMO HTRF inh: inhibitors of in vitro SUMOylation cascade, primary screen, biochemical, HTRF, uHTS | inhibition, % at 35 µM | SUMO-conjugating enzyme UBC9 (Homo sapiens), P63279 | hit rate 0.36% among 290,000 | HTRF SUMOylation assay, SAE1/SAE2 + UBC9 | AID 2006, 2009; in the data active = inhibition above about 50%, passing the limit was not always enough; note: strong numbers were not always called active
# The depositor's hits bear a star; nt = not tested or not shown.
IDE act,VIM-2 inhibitor,IDE cell inh,IMP-1 inhibitor,pCIP destab,HCV NS3 hel inh,GalR3 antagonist,CRFBP-R2 block,SUMO HTRF inh,Molecule
3,0.0,1,0.0,-5,1,-7,-1,-5,CC(C)n1cc(C(=O)N2CCCC(Nc3ccc(F)c(F)c3)C2)cn1 (stereo not drawn)
7,-1.9,0,-1.0,-2,17,-9,6,nt,CCOc1ccc(N(CC(=O)NCc2ccc(OC)cc2)S(=O)(=O)c2c(C)[nH]c(=O)[nH]c2=O)cc1
6,-1.4,5,-3.6,3,5,-5,-9,25,O=c1cc2n(c(=O)[nH]1)CCC1=C2CCCC1
6,-2.7,7,-0.8,-6,-3,-1,-8,21,CCOC(=O)C1=C(C)NC(C)=C(C(=O)OCC)C1C1=COCCO1
0,-1.5,0,-3.8,5,3,3,26,3,Cn1nc(C(=O)Nc2nc3ccc(S(C)(=O)=O)cc3s2)ccc1=O
1,-2.3,0,-0.2,2,-2,-1,-9,14,CC(C)c1ccccc1NC(=O)Nc1ccc(F)cc1F
7,nt,0,nt,nt,nt,-1,-6,nt,N#CC1(NC(=O)CSc2nnc(COc3ccccc3F)n2N)CCCCC1
-3,-2.2,0,-1.1,-4,-16,-2,0,12,CSc1ccc(C(=O)C2CCCN(Cc3cccn3-c3cccnc3)C2)cc1 (stereo not drawn)
6,-2.0,-1,-2.2,-10,0,2,11,14,CC(C)(C)N(Cc1ccccc1)C(=O)CSc1ncn[nH]1
2,-2.5,nt,-2.0,0,-3,-4,1,90,N#Cc1c(N)n(CCOC(=O)c2ccc(Cl)cc2)c2nc3ccccc3nc12
4,-1.0,1,-2.7,-5,-9,0,-19,10,CC1(C)Cc2c(sc3nnn(Cc4ccc(Cl)cc4)c(=O)c23)CO1
2,-2.2,3,-3.9,-2,2,-6,-7,6,Cc1cc(NC(=O)/C=C/c2ccccc2)no1
0,-2.6,6,-2.0,3,1,5,11,nt,O=c1c2ccccc2nc(COc2ccccc2)n1/N=C/c1cc([N+](=O)[O-])ccc1O
0,-4.7,-1,-2.7,-14,17,-5,-8,8,O=S(=O)(c1ccc(-c2ccon2)s1)N1CCN(CCN2CCOCC2)CC1
-5,-0.8,1,-0.4,0,-3,-5,-6,17,O=C(/C=C/c1ccco1)Nc1ccc(CN2CCOCC2)cc1
2,-0.5,5,-1.6,-1,-9,-6,-15,5,CC(C)(C)C(=O)Nc1nc(-c2ccc3c(c2)OCO3)cs1
-8,-2.8,-2,-1.6,-8,5,0,27,34,COc1ccc(-n2c(SCC(=O)Nc3sc4c(c3C#N)CCCC4)nnc2-c2ccc(O)cc2)cc1
nt,0.4,nt,-2.3,3,5,1,nt,24,O=S(=O)(Nc1cc(Sc2cccc3cccnc23)c(O)c2ccccc12)c1ccccc1
7,1.3,3,-1.3,-3,-2,-7,14,12,CCOc1ccc(OCC)c(NS(=O)(=O)c2cn(C)cn2)c1
4,-0.8,5,-1.0,-6,-1,-3,10,21,Cc1nnc(SCC(=O)Nc2nc3c(s2)CC(C)CC3)s1 (stereo not drawn)
3,-0.1,5,-0.7,-9,9,1,12,8,COc1ccc(OCC(=O)NCCCn2ccnc2)cc1
5,-2.7,-6,-4.1,-10,-1,-3,-8,-8,Cc1noc(C)c1COC(=O)CCOc1ccccc1
3,-5.8,0,-2.2,12,1,-5,36,-2,Cc1ccc(-n2[nH]c(=O)c3cccnc32)cc1
5,-2.1,-1,-0.6,9,-2,-4,-3,-1,COC(=O)c1cn(CC(=O)N2CCCCCC2)c2ccccc12
-8,-2.5,13,-4.3,3,-69,1,-18,13,O=C(NCCCN1CCOCC1)c1ccc2c(c1)N(Cc1ccc(F)cc1)CCS2
-2,nt,-2,nt,nt,nt,-3,-4,nt,O=C(NNC(=O)c1ccc(-n2cncn2)c([N+](=O)[O-])c1)c1ccc(Cl)cc1
8,nt,1,nt,nt,nt,-5,11,nt,COc1ccc(NC(=O)CN(C)C(=O)c2ccc(OCc3ccccc3)c(OC)c2)cc1
7,1.0,-1,-3.5,-7,-5,nt,16,0,Cc1ccc(N2C(=O)c3ccccc3C2Nc2ccccc2F)nc1 (stereo not drawn)
-1,-3.0,-1,-2.5,-17,-4,7,1,-7,Cc1cccc(C)c1NC(=S)NCc1ccncc1
-3,1.3,-1,0.8,-15,4,-2,11,3,COc1ccc(C(=O)N2CCN(c3ccc(NC(=O)Cc4ccccc4)cc3)CC2)cc1
1,1.2,1,-1.0,0,6,-11,12,11,Cc1ccc(CNc2ccccc2C(=O)O)s1
-4,-4.1,2,-3.2,-15,20,-7,-23,28,O=C(O)c1ccc2c(c1)C1C=CCC1C(c1cc3c(cc1Br)OCO3)N2 (stereo not drawn)
-2,1.6,5,-3.0,-4,14,-8,39,-3,CN(CCCNC(=O)CCCOc1cc(=O)n(C)c2ccccc12)Cc1ccccc1
0,-2.3,-4,-0.7,-13,0,-4,27,-2,COC(=O)[C@@H]1CCCN1C(=O)CCc1nnc(CCc2c[nH]c3ccccc23)o1
0,0.4,-7,-1.7,-2,-8,3,-4,0,CC(C)Cc1nc(Nc2ccc(S(=O)(=O)N3CCCC3)cc2)c2nnn(Cc3ccccc3)c2n1
4,-2.1,14,-2.7,-5,-7,4,3,-5,Cc1ccc(CNC(=O)c2cc(COc3c(F)cccc3F)on2)s1
3,nt,1,nt,4,nt,3,12,-9,Cc1ccc(S(=O)(=O)N2CCC(C(=O)N[C@@H](C)C(=O)NCCc3ccccc3)CC2)cc1
5,-2.0,-1,-4.1,-17,-12,-5,19,18,Cc1cc(C)cc(OCC(=O)Nc2ccc(N3CCN(S(C)(=O)=O)CC3)cc2)c1
2,-0.8,-7,-3.8,-1,3,-7,-1,-8,COc1ccc(C2CC(=O)c3ccccc3O2)cc1 (stereo not drawn)
-1,-2.8,1,-2.1,-25,-2,-4,-23,-3,O=c1[nH]ncc2c3ccccc3n(Cc3ccccc3F)c12
2,4.5,8,0.1,-2,17,-3,-3,19,c1ccc(-c2nc(-c3ccco3)cs2)nc1
5,-1.3,-1,0.5,-6,3,-6,-1,4,CCOc1ccc(NS(=O)(=O)c2ccc(OC)c(C)c2)cc1
0,-4.0,-1,-2.4,0,20,1,3,6,O=C(CSc1nnc(NC(=O)C2CC(=O)N(c3ccc(F)cc3)C2)s1)NCc1ccco1 (stereo not drawn)
-4,nt,2,nt,nt,nt,-4,0,nt,CN(C)S(=O)(=O)c1cccc(COC(=O)c2cc([N+](=O)[O-])ccc2N2CCOCC2)c1
1,-0.8,-3,-1.5,-15,-6,-10,10,12,Cc1cc(C)c(C)c(S(=O)(=O)N2CCSCC2)c1C
-2,nt,0,nt,nt,nt,1,-3,nt,Cc1nn(CC(=O)OCC(=O)c2ccccc2)c(C)c1[N+](=O)[O-]
8,-2.9,2,-2.9,-10,-7,-4,-18,15,O=C(NNC(=O)C1C2CCC(C2)C1C(=O)O)c1ccc(Cl)cc1 (stereo not drawn)
2,0.9,0,-2.5,-33,-12,-11,-14,6,CC(CCc1ccccc1)NCC(O)COc1ccccc1 (stereo not drawn)
-2,-0.5,4,-0.3,-14,-9,nt,26,-4,Cc1ccccc1-c1nc(CS(=O)(=O)CC(=O)NCc2ccccc2)c(C)o1
1,nt,-2,nt,nt,nt,-3,5,nt,CC(=O)c1ccc(S(=O)(=O)Nc2ccccc2C(=O)NC2CC2)cc1

# Part of the list above in order of molar mass, low to high.
IDE act,VIM-2 inhibitor,IDE cell inh,IMP-1 inhibitor,pCIP destab,HCV NS3 hel inh,GalR3 antagonist,CRFBP-R2 block,SUMO HTRF inh,Molecule
-1,-3.0,-1,-2.5,-17,-4,7,1,-7,Cc1cccc(C)c1NC(=S)NCc1ccncc1
1,-0.8,-3,-1.5,-15,-6,-10,10,12,Cc1cc(C)c(C)c(S(=O)(=O)N2CCSCC2)c1C
2,-0.5,5,-1.6,-1,-9,-6,-15,5,CC(C)(C)C(=O)Nc1nc(-c2ccc3c(c2)OCO3)cs1
6,-2.7,7,-0.8,-6,-3,-1,-8,21,CCOC(=O)C1=C(C)NC(C)=C(C(=O)OCC)C1C1=COCCO1
4,-2.1,14,-2.7,-5,-7,4,3,-5,Cc1ccc(CNC(=O)c2cc(COc3c(F)cccc3F)on2)s1
-2,nt,-2,nt,nt,nt,-3,-4,nt,O=C(NNC(=O)c1ccc(-n2cncn2)c([N+](=O)[O-])c1)c1ccc(Cl)cc1
5,-2.0,-1,-4.1,-17,-12,-5,19,18,Cc1cc(C)cc(OCC(=O)Nc2ccc(N3CCN(S(C)(=O)=O)CC3)cc2)c1
-8,-2.5,13,-4.3,3,-69,1,-18,13,O=C(NCCCN1CCOCC1)c1ccc2c(c1)N(Cc1ccc(F)cc1)CCS2
8,nt,1,nt,nt,nt,-5,11,nt,COc1ccc(NC(=O)CN(C)C(=O)c2ccc(OCc3ccccc3)c(OC)c2)cc1
-4,nt,2,nt,nt,nt,-4,0,nt,CN(C)S(=O)(=O)c1cccc(COC(=O)c2cc([N+](=O)[O-])ccc2N2CCOCC2)c1

# Next results:
IDE act,VIM-2 inhibitor,IDE cell inh,IMP-1 inhibitor,pCIP destab,HCV NS3 hel inh,GalR3 antagonist,CRFBP-R2 block,SUMO HTRF inh,Molecule
4,-0.3,-2,-4.3,-3,-5,0,18,11,Cc1nn(CC(O)c2ccccc2)c(C)c1Br (stereo not drawn)
5,-1.4,-3,-0.3,1,1,-3,1,-2,CCOc1ccccc1C(=O)Nc1ccc2c(c1)C(=O)NC2=O
3,-0.7,7,-2.4,2,3,-4,4,15,CCOc1ccccc1N(CC(=O)N1CCCCCC1)S(C)(=O)=O
4,nt,0,nt,nt,nt,-5,-1,nt,COc1cccc(NC(=O)C(c2ccccc2)N2CCN(CC(=O)N3CCOCC3)CC2)c1 (stereo not drawn)
-6,-2.5,-5,-1.0,0,-14,-3,-9,19,O=C(NCCNC(=O)c1cc(OCC(F)(F)F)ccc1OCC(F)(F)F)Nc1ccccc1
4,-4.7,3,-2.9,7,-1,-5,-3,7,COCCCN1C(=O)c2[nH]nc(-c3ccccc3O)c2C1c1cccc(Cl)c1 (stereo not drawn)

# Not a retest: 2 of the compounds above.
IDE act,VIM-2 inhibitor,IDE cell inh,IMP-1 inhibitor,pCIP destab,HCV NS3 hel inh,GalR3 antagonist,CRFBP-R2 block,SUMO HTRF inh,Molecule
4,-0.3,-2,-4.3,-3,-5,0,18,11,Cc1nn(CC(O)c2ccccc2)c(C)c1Br (stereo not drawn)
5,-1.4,-3,-0.3,1,1,-3,1,-2,CCOc1ccccc1C(=O)Nc1ccc2c(c1)C(=O)NC2=O

# Screens (PubChem BioAssay)
